Compound activity: PubChem BioAssay, Sanford-Burnham Center for Chemical Genomics
mIAP inh = mouse IAP inhibition; inhibition, % at 10 µM; purified mouse IAP, CDP-Star luminescence, 30 min; 330,000 tested, 0.2% active;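 active = inhibition of at least 40% at 10 µM in the primary screen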;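 also: plate controls were DMSO with enzyme for no effect and no enzyme wells for full effect; values of inactives mirror those of a sister screen read the other way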
SENP1 FRET inh = inhibitors of human SENP1 SUMO protease catalytic domain | inhibition, % at 10 µM | AID 624204 | recombinant SENP1 catalytic domain, CyPet-SUMO1-YPet FRET cleavage | 360,000 tested, 0.21% active | Q9P0U3;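 active = inhibition at least 30% at 10 µM, raw YFP signal under a set limit, fluorescence ratio 0.5 to 1.5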;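 also: 0% = enzyme with DMSO and 100% = no enzyme wells; some results filed as inactive read as strong as hits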
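Assay system: hSENP1 catalytic domain, recombinant. Amount: SENP1 enzyme, 20 pM final. Schedule: 50 min reaction, RT, dark. Technique: FRET, CFP and YFP emission. Control set: no-enzyme wells low, DMSO-plus-enzyme wells high control.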
APOBEC3A inh = blocks human APOBEC3A ssDNA deamination | recombinant A3A, FAM/TAMRA ssDNA deamination fluorescence | inhibition, % at 20 µM | P31941 | AID 493011 | 330,000 tested, 0.41% active;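 active = at least 40% inhibition at 20 µM here, with at most 30% in a related deaminase screen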;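 also: plate controls were A3A with DMSO for no effect and wells lacking A3A enzyme for full effect; some results filed as inactive read as strong as hits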
hIAP activ = human IAP activation | purified human IAP, CDP-Star luminescence, 30 min; hits give high values; 1 = vehicle-only enzyme, 0 = enzyme-free background | activation factor at 10 µM | 330,000 tested, 0.16% active | P09923;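 active = activation factor of the enzyme at least 2-fold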; also: the source names both 10 and 20 µM as test concentration; values of inactives mirror those of a sister screen read the other way
Target sequence (P09923 whole entry, looked up): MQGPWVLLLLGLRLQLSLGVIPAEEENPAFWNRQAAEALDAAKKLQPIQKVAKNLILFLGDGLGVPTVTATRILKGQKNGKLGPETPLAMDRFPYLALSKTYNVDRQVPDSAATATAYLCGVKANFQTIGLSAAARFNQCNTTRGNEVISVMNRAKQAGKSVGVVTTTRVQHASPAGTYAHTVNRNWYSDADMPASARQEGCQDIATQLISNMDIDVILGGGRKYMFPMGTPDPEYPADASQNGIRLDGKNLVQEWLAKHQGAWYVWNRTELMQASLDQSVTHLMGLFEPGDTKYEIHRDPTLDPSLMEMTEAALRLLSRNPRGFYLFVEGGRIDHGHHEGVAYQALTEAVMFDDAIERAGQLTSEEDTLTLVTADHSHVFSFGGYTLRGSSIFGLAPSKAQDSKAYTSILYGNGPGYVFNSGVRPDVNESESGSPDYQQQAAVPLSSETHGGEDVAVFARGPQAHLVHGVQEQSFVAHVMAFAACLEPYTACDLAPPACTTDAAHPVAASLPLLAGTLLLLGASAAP
A3G deaminase = APOBEC3G (human) deaminase inhibition; inhibition, % at 20 µM; AID 493012; recombinant A3G, ssDNA deamination FAM/TAMRA fluorescence; 330,000 tested, 0.28% active;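 active = inhibition of at least 40% at 20 µM, with no more than 30% in the related APOBEC3A deaminase screen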;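 also: plate controls were DMSO wells with A3G for no effect and wells lacking A3G enzyme for full effect; some compounds called inactive have numbers as strong as hits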
Target sequence (Q9HC16 whole entry, looked up): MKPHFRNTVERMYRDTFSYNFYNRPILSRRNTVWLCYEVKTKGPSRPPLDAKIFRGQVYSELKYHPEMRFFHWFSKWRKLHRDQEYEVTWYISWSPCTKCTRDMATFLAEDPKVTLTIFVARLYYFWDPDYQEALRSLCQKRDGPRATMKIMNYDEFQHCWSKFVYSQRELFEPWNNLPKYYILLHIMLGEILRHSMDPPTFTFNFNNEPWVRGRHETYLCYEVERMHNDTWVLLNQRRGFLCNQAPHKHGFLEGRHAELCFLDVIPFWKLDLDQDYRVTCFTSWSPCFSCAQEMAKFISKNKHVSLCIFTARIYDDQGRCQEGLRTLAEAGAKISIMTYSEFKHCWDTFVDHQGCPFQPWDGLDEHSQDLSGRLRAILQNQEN
hIAP inh = human IAP inhibition | purified IAP, CDP-Star luminescence, 30 min | inhibition, % at 10 µM | 330,000 tested, 0.12% active | AID 2544;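 active = inhibition reaching a set limit with compound at 10 µM in the primary screen, cut at about 35% in these data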;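 also: plate controls were DMSO wells with enzyme for no effect and no-enzyme buffer wells for full effect; values of inactives mirror those of a sister screen read the other way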
NLRP3 yeast inh = inhibitors of NALP3 inflammasome in yeast; inhibition, % at 10 µM; 330,000 tested, 0.39% active; Yeast reconstituted NLRP3/ASC/caspase-1, beta-gal luminescence, 24 h;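 active = inhibition of 50% or more; inactive = inhibition below 50%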;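 also: plate controls were induced DMSO wells for no effect and uninduced yeast grown without galactose for full effect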
mIAP act = mouse IAP activation; muIAP, CDP-Star luminescence, 30 min; hits give high values; 1 = vehicle-only enzyme signal, 0 = enzyme-free wells; activation factor at 10 µM; 330,000 tested, 0.24% active; AID 2805;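 active = activation factor of at least 2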; also: the source names both 10 and 20 µM as test concentration; values of inactives mirror those of a sister screen read the other way
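Assay system: mouse IAP enzyme; reagent: chemiluminescent substrate CDP-Star; dosing: test compounds delivered from DMSO solution; schedule: 30 min at room temperature; measured by: luminescence from enzymatic CDP-Star hydrolysis; controls: DMSO-only wells and no-enzyme negative control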
MIN6 prolif = MIN6 beta-cell proliferation induction; MIN6 cells proliferation, ATPlite luminescence, 48 h; cells starved in 0.2% serum; 100% = growth in 10% serum; proliferation, % at 10 µM; 330,000 tested, 0.29% active;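 active = compounds whose signal lies at least 3.5 SD above the mean of all wells on their plate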;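 also: 0% = DMSO-treated cells in low-serum medium and 100% = 10% serum control; some compounds called inactive have numbers as strong as hits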
* = called active by the depositor; . = not tested or not shown. Some of the compounds tested. The share of hits here may be higher or lower than overall.

Compound,MIN6 prolif,hIAP activ,mIAP inh,mIAP act,A3G deaminase,SENP1 FRET inh,hIAP inh,APOBEC3A inh,NLRP3 yeast inh
CN(C)/C(CN1CCOCC1)=C1\N=C(c2ccccc2)OC1=O,-3.7,1.08,3.5,0.965,-4.7,1.4,-7.8,-4.3,28.2
COc1ccc(NC(=O)C(=O)NCC(c2ccco2)N2CCc3ccccc3C2)cc1 (stereo not given),-2.4,1,9.4,0.906,-5.1,-5.0,-0.3,-1.1,-0.1
CCCCN(CCCC)Cc1ccc(C(=O)NN)o1,0.8,1.32,1.3,0.987,-3.6,1.0,-32.1,0.3,6.0
Cc1ccc(C)c(NC(=O)CN(C)S(=O)(=O)c2cccc3cccnc23)c1,-2.3,0.895,5.1,0.949,-1.2,-2.8,10.5,1.2,6.6
O=C(Cc1ccc2c(c1)OCCO2)N/N=C/c1ccco1,0.5,0.98,6.9,0.931,-8.5,3.0,2.0,-1.2,19.7
COc1ccc(C(=O)N(C)CC(O)c2ccccc2)cc1OC1CCN(C(C)=O)CC1 (stereo not given),-1.9,0.964,-8.2,1.08,2.2,1.4,3.6,1.5,9.7
Cc1cc(NC(=O)Cc2ccccc2C)no1,0.8,0.738,-0.1,1,-2.9,-1.8,26.2,-5.3,-5.0
OCCC1CN(Cc2cnc(N3CCCC3)s2)CCN1Cc1ccccc1 (stereo not given),-0.5,1.08,-16.2,1.16,-0.2,-2.4,-8.2,-7.2,2.2
O=C(NCC(O)c1ccccc1)Nc1cccs1 (stereo not given),-3.1,0.989,4.7,0.953,-5.9,-3.2,1.0,-2.1,11.2
COc1cc2c(cc1OC)CN(C(=O)c1cc(S(=O)(=O)N3CCOCC3)ccc1Cl)CC2,-1.4,1.06,1.6,0.984,-2.1,-0.2,-6.1,-2.9,5.7
CCc1nnc(NS(=O)(=O)c2ccc(N/C=C\C(=O)c3ccc(C)cc3)cc2)s1,-3.6,1.09,13.7,0.863,-4.1,-90.0,-8.6,-3.0,-0.2
COc1ccc(S(=O)(=O)N(CC(N)=O)C2CCCCC2)cc1Cl,-1.4,0.869,-3.4,1.03,-4.6,2.7,13.1,-0.4,21.1
Clc1ccc(-c2nc3n(n2)Cc2ccccc2-3)cc1,-3.9,0.873,-12.3,1.12,0.6,-0.7,12.7,1.0,17.6
CCc1cc2c(=O)oc(-c3ccc(F)cc3)nc2s1,-0.9,0.984,-9.3,1.09,-4.0,5.6,1.6,-6.0,17.5
Cc1cc(-c2nnc(SCC(=O)Nc3ccccc3F)n2N)n[nH]1,0.6,0.984,3.0,0.97,-3.2,1.5,1.6,-1.6,-4.5
Cn1c(=O)[nH]c(=O)c2c1nc(CN1CCOCC1)n2Cc1ccc(F)cc1,2.3,0.842,-7.0,1.07,-0.5,0.5,15.8,0.1,22.7
CN(C(=O)Cn1c(=O)oc2ccccc21)C1CCCCC1,-3.7,1.02,8.6,0.914,-0.2,1.4,-1.6,-0.5,9.9
Cc1ccc(-n2nnnc2SCC(=O)Nc2ccc(N3CCN(C)CC3)cc2)c(C)c1,-6.9,0.97,0.6,0.994,-3.8,3.7,3.0,-3.2,4.0
O=S(=O)(c1cccc(Cn2nnc(-c3ccccc3)n2)c1)N1CCOCC1,-3.9,0.946,6.7,0.933,-6.0,1.4,5.4,-4.7,15.7
CN(C)CCNC(=O)Nc1ccc([N+](=O)[O-])cc1,-2.1,1.2,-6.0,1.06,1.1,1.5,-19.5,4.4,4.5
CC(=O)c1c(N2CCCCC2)nc(=S)n(Cc2ccccc2)c1C,-5.2,1.06,1.5,0.985,-9.6,-3.4,-6.0,0.3,9.3
COc1ccc(S(=O)(=O)N2CCCC2)cc1C(=O)N1CCOCC1,-1.6,1.07,-0.5,1,-6.4,0.3,-7.0,-0.9,11.5
Cc1cc(NC(=O)CSCC(=O)OC(C)C(=O)N(C)Cc2ccccc2)no1 (stereo not given),-2.3,1.04,2.4,0.976,-9.8,3.6,-4.3,-0.4,16.6
CN(C(=O)COc1cc(=O)n(C)c2ccccc12)c1ccc(Cl)cc1,6.4,0.747,-1.1,1.01,-8.1,0.1,25.3,-3.9,3.1
O=C(CCc1nnc(Cc2ccc3c(c2)OCO3)o1)N(CC1CCC1)CC1CCCO1 (stereo not given),-1.7,1.09,0.0,1,-0.9,1.1,-8.7,1.1,-3.9
Cc1ccc(-c2nnc(N(C)C(=O)c3ccncc3)s2)cn1,-2.1,0.882,-1.0,1.01,-3.2,1.5,11.8,-5.3,18.8
Cc1ccc2c(c1)N(CC(=O)NCCCN1CCCCC1C)C(=O)c1cccnc1O2 (stereo not given),2.7,0.877,1.4,0.986,-5.3,-1.3,12.3,-3.3,3.2
O=C(CCCN1C(=O)/C(=C/c2ccco2)SC1=S)Nc1cccc(C(=O)O)c1,-2.0,0.943,63.8*,0.362,87.6,4.1,5.7,94.9,20.9
O=C(CN1C(=O)S/C(=C/c2cccs2)C1=O)N1CCOCC1,1.7,1.03,11.0,0.89,-3.0,0.0,-3.5,-19.2,20.1
O=C(N/N=C/c1ccc2nccnc2c1)c1ccccc1O,-5.3,1.04,-9.4,1.09,3.3,.,-4.0,-14.6,15.2
COc1cc(Cl)c(C)cc1NC(=S)NN,-3.5,1.05,12.5,0.875,24.0,3.6,-5.3,3.6,3.4
COc1ccc(S(=O)(=O)N2CCN(C(=O)C3CC3)CC2)cc1Br,-0.6,0.965,-3.6,1.04,-9.1,0.7,3.5,-4.9,-9.4
FC(F)(F)c1cccc(/C=N/NC(=S)NC2CCCCC2)c1,-5.3,1,1.7,0.983,2.4,5.3,-0.4,-6.1,11.8
CCOc1cc(C(c2c(C)[nH][nH]c2=O)c2c(C)[nH][nH]c2=O)ccc1OC(=O)c1cccc([N+](=O)[O-])c1,-2.1,0.889,3.3,0.967,5.7,0.4,11.1,9.9,-7.5
Cc1ccnc(N2CCCC(C(=O)Nc3nnc(C)s3)C2)n1 (stereo not given),-3.1,0.913,6.8,0.932,-4.0,-0.9,8.7,4.4,9.3
COc1ccccc1-c1nnc(SCC(=O)NNC(=O)c2ccccc2F)n1C,0.4,1.06,-3.7,1.04,5.2,2.3,-6.0,2.7,2.6
COCCN(CC(=O)Nc1cccc(C)c1C)C(=O)c1cc(S(=O)(=O)N2CCCC2)ccc1C,-2.1,0.966,2.6,0.974,3.1,-0.4,3.4,4.0,-2.2
Cc1cc(C(=O)CSc2nc3ccccc3n2CCC#N)c(C)n1Cc1cccs1,-2.0,0.97,14.3,0.858,-4.9,-8.0,3.0,-3.6,7.6
COc1cccc(-c2nc(CS(=O)(=O)CC(=O)NCCc3cc(OC)ccc3OC)c(C)o2)c1,1.6,1.21,-10.5,1.1,-5.3,2.0,-21.4,-0.6,4.3
O=C(Nc1cccc(F)c1)C1CCCN(S(=O)(=O)c2cccc3cccnc23)C1 (stereo not given),-2.5,0.932,1.3,0.987,-4.2,1.4,6.8,-4.2,15.7
CC(C)OP(=O)(c1ccc(N(C)C)cc1)C(O)c1ccc(N(C)C)cc1 (stereo not given),2.9,0.874,4.3,0.957,-8.4,-0.2,12.6,-4.6,4.2
CCn1c(=O)cc(OCC(=O)N(C)C2CCCCC2)c2ccccc21,-1.4,0.915,7.7,0.923,-4.3,-0.4,8.5,-2.5,-6.1
CC(=O)c1c(N2CCCCC2)nc(=S)n(-c2ccccc2)c1C,-2.9,0.997,7.1,0.929,-0.7,-3.5,0.3,0.0,5.4
O=C(CC12CC3CC(C1)CC(CC(=O)N1CCCC1)(C3)C2)N1CCCC1,-1.0,0.879,4.2,0.958,-1.5,3.2,12.1,1.2,7.6
CCc1ccccc1NC(=O)C1COc2ccccc2O1 (stereo not given),-3.6,0.779,-12.5,1.12,1.9,-1.5,22.1,4.1,26.9
O=C(C[n+]1ccccc1)N/N=C/c1ccccc1C(F)(F)F,-0.3,1.09,5.9,0.941,-9.3,0.3,-9.4,-1.1,20.0
CCC(=O)c1cc(F)c(N2CCN(S(=O)(=O)c3ccc(C)cc3)CC2)cc1C,-1.8,1.05,9.0,0.91,-5.6,2.2,-5.1,-1.9,36.7
CCCCNC(=S)NNC(=O)c1sccc1C,0.1,1.32,-11.3,1.11,2.1,2.0,-32.0,1.8,12.6
COC(=O)c1ccc(C)c(NC(=O)CCc2ccc(OC)cc2)c1,2.4,1.06,-2.8,1.03,-3.2,-1.0,-5.9,5.0,-7.0
CCN(CC)c1ccc(C=Nc2ccc(C)cc2C)c(O)c1,0.8,1.12,3.4,0.966,-7.6,-21.7,-11.6,-4.3,5.0
COc1ccc(S(=O)(=O)NN(C)c2ncc(C(F)(F)F)cc2Cl)cc1,-1.0,1.09,-0.6,1.01,-4.4,1.9,-9.4,-3.4,3.1
COc1ccc(C(=O)NNS(=O)(=O)c2ccc(C)cc2)cc1,0.0,0.935,0.4,0.996,-2.9,3.4,6.5,0.4,11.3
Cc1cc(NC(=O)CN2C(=O)NC(Cc3ccccc3)C2=O)no1 (stereo not given),1.4,0.886,-1.1,1.01,-4.0,2.2,11.4,-3.6,9.8
COc1ccc(C)cc1NC(=O)CNCc1cccs1,2.0,1.08,6.4,0.936,-7.0,1.7,-8.4,-2.6,19.1
